FadD28 binding – M. tuberculosis FadD28 bisubstrate binding inhibition | FadD28 bisubstrate probe binding, fluorescence polarization | inhibition, % at 12.5 µM | 0.22% of 360,000 active; in the data active means inhibition above about 8.5%, passing the limit was not always enough; inconclusive means no clear call, values can overlap the other calls
PfHsp40 rescue – rescue of PfHsp40-mediated yeast toxicity; S. cerevisiae expressing PfHsp40, growth rescue, ATP luminescence; growth rescue, % at 12.5 µM; 0.68% of 340,000 active; AID 504582; in the data active means growth rescue above about 28%, passing the limit was not always enough; inconclusive means no clear call, values can overlap the other calls;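 further: yeast W303a lacking pdr1 and pdr3 grown in galactose medium; growth measured after three days at 30 °C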
BoNT-F LC inh – blocks Botulinum neurotoxin F light chain protease; 0.22% of 360,000 active; inhibition, % at 10 µM; Multiplex microsphere protease cleavage assay, flow cytometry; AID 588497; in the data active means inhibition above about 35%, passing the limit was not always enough; inconclusive means no clear call, values can overlap the other calls; further: plate controls were buffer without enzyme for full effect and enzyme alone for no effect
BoNT A protease – inhibitors of Botulinum neurotoxin A light chain protease; multiplex microsphere protease substrate cleavage, flow cytometry; inhibition, % at 10 µM; 0.17% of 360,000 active; AID 588499; further: plate controls were buffer without enzyme for full effect and enzyme alone for no effect
PrPC TRFRET – reduces human prion protein on the cell surface. P04156. cell surface PrPC, TR-FRET read-out. inhibition, % at 13.8 µM. 0.43% of 370,000 active. AID 720596; in the data active means inhibition above about 24%; further: 0% = median of the test wells and 100% = reference compound wells
TcdB GH inh – blocks C. difficile toxin B glycohydrolase activity; P18177; TcdB glycohydrolase enzymatic assay, plate reader; inhibition, % at 9.99 µM; 0.24% of 350,000 active; in the data active means inhibition above about 10%
CCHFV vOTU inh – blocks the CCHF virus ovarian tumor domain protease. 0.55% of 370,000 active. AID 651958. CCHFV vOTU protease, Pep-AMC fluorescence. inhibition, % at 11.5 µM; in the data active means inhibition above about 30%; further: 0% = vehicle wells with enzyme and 100% = no enzyme wells
Yp Topo-I inh – blocks Yersinia pestis topoisomerase I activity | AID 504884 | Y. pestis Topo-I cleavage product accumulation, plate reader | activity, % at 10 µM | 0.064% of 360,000 active; in the data active means activity above about 50%, passing the limit was not always enough; inconclusive means no clear call, values can overlap the other calls; further: inactives centre near 2
Anthrax LF prot – blocks Bacillus anthracis lethal factor protease; AID 588501; inhibition, % at 10 µM; multiplex microsphere protease cleavage assay, LF; 0.12% of 360,000 active; P15917; further: plate controls were buffer without enzyme for full effect and enzyme alone for no effect
Target sequence (P15917 whole entry, looked up): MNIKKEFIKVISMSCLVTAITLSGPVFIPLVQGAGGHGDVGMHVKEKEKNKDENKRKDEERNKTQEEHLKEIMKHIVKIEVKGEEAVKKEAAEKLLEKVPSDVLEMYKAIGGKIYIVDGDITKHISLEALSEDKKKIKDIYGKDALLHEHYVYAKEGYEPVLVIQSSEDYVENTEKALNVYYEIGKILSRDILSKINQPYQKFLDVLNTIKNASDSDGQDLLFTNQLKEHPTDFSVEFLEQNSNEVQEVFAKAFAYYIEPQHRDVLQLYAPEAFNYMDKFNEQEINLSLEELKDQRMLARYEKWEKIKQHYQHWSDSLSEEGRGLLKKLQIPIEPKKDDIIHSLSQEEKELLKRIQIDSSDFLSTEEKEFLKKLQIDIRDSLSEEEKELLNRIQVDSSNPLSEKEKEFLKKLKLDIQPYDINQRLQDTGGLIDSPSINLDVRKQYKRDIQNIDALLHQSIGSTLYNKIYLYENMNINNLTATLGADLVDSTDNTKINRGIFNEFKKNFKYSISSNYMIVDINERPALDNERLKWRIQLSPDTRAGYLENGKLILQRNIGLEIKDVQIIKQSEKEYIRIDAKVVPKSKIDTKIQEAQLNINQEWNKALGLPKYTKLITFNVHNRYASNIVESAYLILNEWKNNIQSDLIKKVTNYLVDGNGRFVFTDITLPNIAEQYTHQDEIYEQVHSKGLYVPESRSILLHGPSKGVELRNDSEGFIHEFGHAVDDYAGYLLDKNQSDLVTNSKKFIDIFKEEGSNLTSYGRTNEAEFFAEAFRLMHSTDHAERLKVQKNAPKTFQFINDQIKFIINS
* hit, by the source's call; ? = inconclusive; / = not tested or not shown. Unless noted, no stated cut-off is given here; in the data, active means inhibition above about 30%; inconclusive means no clear call, values can overlap the other calls; inactive means below that.

SMILES	FadD28 binding	PfHsp40 rescue	BoNT-F LC inh	BoNT A protease	PrPC TRFRET	TcdB GH inh	CCHFV vOTU inh	Yp Topo-I inh	Anthrax LF prot
CN1C(=O)N(CC(=O)N2CCN(c3ncccn3)CC2)C(=O)C12CCCCC2	-1.2	-1.0	2	0.2	1	0.4	18	-9	-2
CC(=O)C1=C(O)CC(c2ccccc2)CC1=NCCc1ccccc1 (stereo not given)	-2.9	-0.3	0	0.0	3	-7.0	3	9	-2
C/C(=N\OC(=O)c1c(-c2ccccc2Cl)noc1C)c1nccs1	-1.2	-2.2	7	0.8	5	1.2	-8	3	3
COC(=O)c1onc(-c2c(Cl)cccc2Cl)c1C(=O)OC	-4.4	-0.4	/	/	-3	0.2	-7	-6	/
CCN(CC)S(=O)(=O)c1ccc(N2CCCC2)c(C(=O)OCC(=O)Nc2cc(C)on2)c1	-1.5	0.9	2	-0.2	-6	1.1	11	20	4
COc1cc2[nH]c(=O)n(CCCC(=O)NCCc3ccccc3)c(=O)c2cc1OC	-1.1	-1.8	-2	-2.1	-9	/	1	3	2
COc1ccc(CNC(=O)CN(CC2CCCO2)C(=O)CNS(=O)(=O)c2ccccc2)cc1 (stereo not given)	-2.4	-1.1	1	0.2	0	/	-4	-1	7
CCOC(=O)c1cnc(-n2nc(C)cc2C)nc1Nc1ccc(OC)cc1	-2.0	3.1	-21	-3.7	2	/	-7	6	10
CC(=O)Nc1ccc(S(=O)(=O)NC2(C(F)(F)F)NC(=O)N(Cc3ccccc3)C2=O)cc1 (stereo not given)	-3.6	-1.2	1	-0.2	4	1.6	-7	3	2
CC(=O)Oc1ccc2c(=O)c(-c3nc4ccccc4s3)coc2c1	-0.7	0.9	-3	-0.9	-6	1.3	-8	4	-4
COc1ccc(CCNC(=O)COC(=O)c2cc(OC)c(OC)cc2OC)cc1	-2.5	-0.5	-8	-0.8	10	-0.1	1	-5	2
Nc1nc2c(nnn2Cc2ccc(Cl)c(Cl)c2)c(=O)[nH]1	-0.7	0.1	-2	-0.2	14	1.2	-2	0	-6
Cc1ccc(S(=O)(=O)CCc2nnc(N)s2)cc1	0.1	-0.8	-2	-1.8	-2	/	-8	7	-6
COc1ccc(C2=NC(C(F)(F)F)(C(F)(F)F)c3c(n(C)c(=O)n(C)c3=O)N2)cc1	0.0	-0.8	1	0.2	3	/	-4	-3	6
O=C(NC(c1ccc(F)cc1)c1ccc2ccccc2n1)C1CCN(Cc2cccc(C(F)(F)F)c2)CC1 (stereo not given)	-1.4	/	-4	-0.7	-2	0.4	13	18	-6
CCc1ccc(N(CC(=O)NCc2ccc(F)cc2)C(=O)c2csnn2)cc1	-3.1	-0.9	-8	0.1	5	1.2	-2	3	-8
CCOC(=O)c1cnc2c(-c3ccccc3)c(C)nn2c1N	-2.2	0.5	9	0.2	6	/	-13	3	4
CCCCCC(=O)Nc1nnc(CCc2ccccc2)s1	-5.2	-0.9	-4	1.7	1	1.8	3	27	0
CC(OC(=O)c1c(F)cccc1F)C(=O)NCCC1=CCCCC1 (stereo not given)	-0.6	-0.1	-14	-0.8	-8	0.3	4	4	-4
CCOCCCNC(=O)/C(C#N)=C/c1ccc([N+](=O)[O-])o1	-1.1	2.6	-8	0.4	-11	0.6	-11	1	5
COc1cc(NC(=O)CCS(=O)(=O)c2ccc3nc(C)sc3c2)cc(OC)c1OC	-1.5	0.0	-8	-2.3	-7	1.3	10	-1	-2
Cc1cccc(-n2ncc3c(=O)[nH]c(SCC(=O)N4CC(=O)Nc5ccccc54)nc32)c1	-0.9	-1.7	-27	-16	-5	3.8	6	5	-7
COc1ccc(C2N(C(=O)c3ccccc3)CCN2C(=O)c2ccc(C)cc2)cc1 (stereo not given)	-4.1	1.0	-4	1.5	5	1.1	5	10	-2
CCc1ccc2oc(=O)cc(CN3CCCCC3)c2c1	-0.6	-1.8	-4	1.7	-1	0.0	6	4	2
COc1cc(C(=O)Oc2c(CN3CCOCC3)cc(Cl)c3cccnc23)cc(OC)c1OC	-0.9	-1.1	-10	-1.3	/	/	/	31	-10
CC1CCCC(C)N1C(=O)CSc1nnc(NC(=O)c2cccs2)s1 (stereo not given)	-4.4	-1.1	5	0.3	1	/	10	7	-4
COc1cccc(CNC(=O)Cc2ccc(Br)cc2)c1	-6.0	0.8	-3	-0.1	5	-0.5	4	1	-2
CCOc1ccc(-c2nnc(SCC(=O)N3CCNC3=O)o2)cc1	-3.1	0.3	2	-0.6	10	1.3	5	2	1
N#Cc1cccc(-c2csc(C(O)(c3ccccc3)C(F)(F)F)n2)c1 (stereo not given)	-3.5	/	4	0.6	14	-0.3	20	-4	-1
O=C(COc1ccccc1-c1ccccc1)N/N=C/c1ccccn1	-3.1	1.1	-5	-0.4	4	1.5	8	1	1
Cc1ccccc1NS(=O)(=O)c1cc2c3c(c1)C(C)C(=O)N3CCC2 (stereo not given)	-1.0	0.5	3	-0.3	2	0.5	-9	8	-2
O=c1c2cc(F)ccc2sn1-c1ccc(F)cc1	0.8	76*	-6	11	/	/	/	-7	-5
CS(=O)(=O)n1nc(C(=O)N2CCOCC2)nc1N	-1.3	-1.7	13	0.9	3	/	3	-3	-1
CCNC(=O)/C(C#N)=C/c1c(N2CCN(C)CC2)nc2c(C)cccn2c1=O	-2.2	-0.4	8	-3.5	-6	1.3	-62	11	4
CC#CC(=O)N1CCCC(Cc2cccc(OC)c2)(C(=O)OCC)C1 (stereo not given)	-5.0	-0.8	28	-1.2	5	1.0	6	7	-1
Cc1ccc(Oc2nc3c(c(=O)n(C)c(=O)n3C)n2C)cc1C	1.3	-1.0	-3	-0.9	-5	1.1	0	-13	-1
COc1ccc(OC)c(NC(=O)C2(C)CCN2Cc2cccc(OC)c2F)c1 (stereo not given)	-2.8	/	5	-0.5	2	0.4	3	4	2
O=C(Nc1nnc(C2CC2)s1)c1ccc(Cl)nc1	/	-0.6	-3	3.1	-2	0.3	8	1	3
COc1ccccc1N1CCN(S(=O)(=O)c2ccc(Cl)s2)CC1	-4.9	3.3	-3	-0.3	-1	-0.6	17	-1	-2
CCOC(=O)N1CCC(NC(=O)c2ccc(CS(=O)(=O)c3ccc(OC)cc3)o2)CC1	-2.0	0.1	2	-0.9	2	1.2	-1	-8	-7
COc1cccc(NC(=O)Nc2ccccc2SC)c1	-3.7	0.0	-3	0.4	15	0.5	-4	-6	-1
CN(C)CCCNC(=O)/C(=C/c1ccc(-c2ccc([N+](=O)[O-])cc2)o1)NC(=O)c1ccccc1	-0.8	-0.3	/	/	-39	0.6	2	-34	/
CCCCn1c(N)c(N(CCOC)C(=O)CCN2C(=O)C3CC=CCC3C2=O)c(=O)[nH]c1=O (stereo not given)	-1.8	-0.6	-9	-0.3	-3	1.0	14	-10	-2
COc1ccc(C2CC(=O)C(C=NCCN3CCN(C(=S)Nc4ccccc4)CC3)=C(O)C2)cc1 (stereo not given)	-1.4	-0.2	4	0.6	-6	-0.5	-14	-1	8
CC1CCCCC12NC(=O)N(CC(=O)Nc1cccnc1Cl)C2=O (stereo not given)	-2.4	-1.0	-1	-1.4	3	0.8	8	3	1
COCCCNc1ncnc2sc3c(c12)CCC(C)C3 (stereo not given)	-1.9	0.6	18	1.4	3	/	-6	15	8
O=C(CSc1nnc(Cc2ccc(Cl)cc2)o1)Nc1ccccc1	-2.7	1.3	-19	-1.1	-2	1.4	-10	22	-11
CCN(CCCC(=O)c1ccc(F)cc1)CCc1ccccc1	-3.9	0.0	8	-0.2	0	0.8	0	12	2
OCCCn1c(C2CCCN2c2nc(-c3ccc(F)cc3)cs2)nc2cc(C(F)(F)F)ccc21 (stereo not given)	-8.9	145*	-7	-0.6	-1	0.8	7	8	-9
Cc1cc(OC(C)C(N)=O)nc(-c2ccccc2)n1 (stereo not given)	-0.7	-0.3	-2	0.0	7	0.8	4	-6	0
COc1ccc(OC)c(NC(=O)CSc2nnc(C)n2Cc2ccccc2)c1	-1.0	0.6	-17	-1.6	2	/	-4	0	-3
COc1cccc(C(c2sc3ncnn3c2O)N2CCc3ccccc3C2)c1 (stereo not given)	-5.1	-1.0	-6	1.3	2	-8.3	24	11	-6
Cc1cc(C)nc(NS(=O)(=O)c2ccc(NC(=S)NC(=O)C(C)C)cc2)n1	0.0	-0.9	-1	-1.1	1	/	5	5	-2
CCCc1cc(C(=O)Nc2ccc(Cl)cn2)cs1	1.1	1.7	-14	-0.9	8	-1.1	6	-2	-2
Cc1ccccc1CN1CCN(C(=O)[C@H]2O[C@@H](n3ccc(=O)[nH]c3=O)[C@H](O)[C@@H]2O)CC1	-8.8	/	-4	-0.8	3	-7.9	24	/	-2
CCN(c1ccccc1)S(=O)(=O)c1nnc(NC(=O)C(C)C)s1	-1.7	0.0	7	-0.6	-6	-0.6	-8	1	0
CS(=O)(=O)N(CC(=O)N1CCOCC1)c1ccccc1	0.8	-1.8	?	-2.1	4	-0.1	-7	-1	45*
O=C1C2CCN(CC2)C12CC2c1ccc(C(F)(F)F)cc1 (stereo not given)	0.7	-1.2	?	3.3	-4	0.5	2	3	4
Cc1ccc(-n2nc(C(=O)N3CCOCC3)cc2-c2ccc(Cl)cc2)cc1	-1.9	0.4	-6	-0.6	-5	/	3	30	0
Cc1ccc2ncnc(Nc3ccc(C)c(C)c3)c2c1	-5.9	-0.2	-8	-0.9	13	0.3	-13	1	-2
COc1ccccc1/C=C/c1nc2ccccc2c(=O)o1	-0.9	-0.7	/	/	9	-1.2	5	0	/
CCc1ccc(N(CC(=O)NC)S(C)(=O)=O)cc1	-2.7	-1.5	-5	-0.3	3	/	11	-6	4
CC(C)Oc1ccc(C2CC(=O)N(c3cccc(C(=O)O)c3)C2=O)cc1 (stereo not given)	-1.5	0.9	-15	-1.1	5	/	13	2	2

13 entries from above, reformatted.
The line under a structure holds: FadD28 binding	PfHsp40 rescue	BoNT-F LC inh	BoNT A protease	PrPC TRFRET	TcdB GH inh	CCHFV vOTU inh	Yp Topo-I inh	Anthrax LF prot
> COc1ccc(OC)c(NC(=O)CSc2nnc(C)n2Cc2ccccc2)c1
 : -1.0	0.6	-17	-1.6	2	/	-4	0	-3
> COc1cccc(C(c2sc3ncnn3c2O)N2CCc3ccccc3C2)c1 (stereo not given)
 : -5.1	-1.0	-6	1.3	2	-8.3	24	11	-6
> Cc1cc(C)nc(NS(=O)(=O)c2ccc(NC(=S)NC(=O)C(C)C)cc2)n1
 : 0.0	-0.9	-1	-1.1	1	/	5	5	-2
> CCCc1cc(C(=O)Nc2ccc(Cl)cn2)cs1
 : 1.1	1.7	-14	-0.9	8	-1.1	6	-2	-2
> Cc1ccccc1CN1CCN(C(=O)[C@H]2O[C@@H](n3ccc(=O)[nH]c3=O)[C@H](O)[C@@H]2O)CC1
 : -8.8	/	-4	-0.8	3	-7.9	24	/	-2
> CCN(c1ccccc1)S(=O)(=O)c1nnc(NC(=O)C(C)C)s1
 : -1.7	0.0	7	-0.6	-6	-0.6	-8	1	0
> CS(=O)(=O)N(CC(=O)N1CCOCC1)c1ccccc1
 : 0.8	-1.8	?	-2.1	4	-0.1	-7	-1	45*
> O=C1C2CCN(CC2)C12CC2c1ccc(C(F)(F)F)cc1 (stereo not given)
 : 0.7	-1.2	?	3.3	-4	0.5	2	3	4
> Cc1ccc(-n2nc(C(=O)N3CCOCC3)cc2-c2ccc(Cl)cc2)cc1
 : -1.9	0.4	-6	-0.6	-5	/	3	30	0
> Cc1ccc2ncnc(Nc3ccc(C)c(C)c3)c2c1
 : -5.9	-0.2	-8	-0.9	13	0.3	-13	1	-2
> COc1ccccc1/C=C/c1nc2ccccc2c(=O)o1
 : -0.9	-0.7	/	/	9	-1.2	5	0	/
> CCc1ccc(N(CC(=O)NC)S(C)(=O)=O)cc1
 : -2.7	-1.5	-5	-0.3	3	/	11	-6	4
> CC(C)Oc1ccc(C2CC(=O)N(c3cccc(C(=O)O)c3)C2=O)cc1 (stereo not given)
 : -1.5	0.9	-15	-1.1	5	/	13	2	2
